Source: PubChem (several laboratories)
GRK2 aptamer HTS – blocks RNA aptamer binding to human GRK2; bead flow cytometry, FAM-aptamer displacement from GRK2; AID 488847; inhibition of aptamer binding, % at 10 µM; 330,000 tested, 0.59% active;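 active means inhibition of aptamer binding above 40%, roughly 3 SD of noise, on plates passing a quality check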;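 further: median bead fluorescence of bound FAM aptamer so fluorescent compounds give negative values; no value below 0 was filed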
Target sequence (P25098 whole entry, looked up): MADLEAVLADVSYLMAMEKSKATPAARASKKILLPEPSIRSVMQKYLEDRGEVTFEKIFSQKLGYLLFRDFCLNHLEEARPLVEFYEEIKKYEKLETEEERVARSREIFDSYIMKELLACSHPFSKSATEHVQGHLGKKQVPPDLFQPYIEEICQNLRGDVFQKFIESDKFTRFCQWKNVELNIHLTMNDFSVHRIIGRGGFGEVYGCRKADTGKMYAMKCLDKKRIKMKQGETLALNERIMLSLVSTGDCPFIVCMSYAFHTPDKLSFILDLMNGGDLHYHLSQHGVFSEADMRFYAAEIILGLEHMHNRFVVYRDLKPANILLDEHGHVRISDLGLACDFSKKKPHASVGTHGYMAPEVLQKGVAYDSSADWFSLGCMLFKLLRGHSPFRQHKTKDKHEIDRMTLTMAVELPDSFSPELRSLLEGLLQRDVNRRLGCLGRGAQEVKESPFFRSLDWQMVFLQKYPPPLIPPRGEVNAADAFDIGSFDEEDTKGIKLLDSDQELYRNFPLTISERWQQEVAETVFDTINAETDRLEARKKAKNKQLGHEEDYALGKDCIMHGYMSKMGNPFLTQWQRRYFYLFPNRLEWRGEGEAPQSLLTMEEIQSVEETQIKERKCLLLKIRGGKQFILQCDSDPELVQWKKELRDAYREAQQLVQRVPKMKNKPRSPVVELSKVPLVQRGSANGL
JMJD2C inh – blocks human GASC-1 demethylase activity | Q9H3R0 | GST-JMJD2C(1-420) H3K9me3 demethylation, DELFIA europium | inhibition, % at 2.35 µM | 330,000 tested, 0.069% active | AID 2099;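 active means more than half of a compound's replicate wells show inhibition beyond 50%, single wells judged on their own value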;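 further: signal counts dimethyl H3K9 product captured on neutravidin plate; 0% = median of DMSO wells and 100% = 0.3 times that DMSO median; strong numbers were not always called active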
Target sequence (Q9H3R0 1-420 limits assumed): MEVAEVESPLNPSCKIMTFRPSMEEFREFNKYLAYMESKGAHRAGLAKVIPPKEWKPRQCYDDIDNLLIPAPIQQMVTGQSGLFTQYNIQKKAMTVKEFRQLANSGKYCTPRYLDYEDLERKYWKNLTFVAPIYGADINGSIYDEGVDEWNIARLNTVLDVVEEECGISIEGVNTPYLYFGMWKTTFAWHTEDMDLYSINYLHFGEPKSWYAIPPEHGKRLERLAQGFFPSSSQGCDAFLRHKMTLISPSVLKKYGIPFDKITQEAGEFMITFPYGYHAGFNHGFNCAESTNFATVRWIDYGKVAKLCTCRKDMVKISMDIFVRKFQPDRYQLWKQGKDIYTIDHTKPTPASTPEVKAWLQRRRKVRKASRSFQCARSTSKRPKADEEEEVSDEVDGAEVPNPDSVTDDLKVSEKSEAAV
VLA-4 inh – inhibition in a human VLA-4 binding assay | inhibition, % (about 7 µM as worked out from the volumes in the protocol) | AID 2557 | P13612 | VLA-4 expressing cells, ligand binding flow cytometry | 330,000 tested, 0.2% active; in the data active means inhibition above about 50%
Starred values were filed as active, the others as inactive. Some of the compounds tested; the hit share may differ from the screen's.

Every second line gives: GRK2 aptamer HTS, JMJD2C inh, VLA-4 inh
COc1cc(CC(=O)N/N=C/c2ccc([N+](=O)[O-])cc2)c([N+](=O)[O-])cc1OC
 : 0, 9, -16
O=C(NC1(C(F)(F)F)N=C(c2ccccc2)NC1=O)c1ccccc1F (stereo not given)
 : 2, 8, -13
C[C@H](CO)N1C[C@H](C)[C@@H](CN(C)C(=O)NC2CCCCC2)Oc2ccc(NC(=O)C3CCCCC3)cc2C1=O
 : 1, 21, 2
C=CCC(C)(NCc1ccccc1)c1ccc(C)cc1 (stereo not given)
 : 0, 8, 21
O=C(Cc1ccc(-n2c(=O)c3ccccc3n(Cc3cccc([N+](=O)[O-])c3)c2=O)cc1)NCC1CCCO1 (stereo not given)
 : 0, 9, -3
C[C@H](CO)N1C[C@H](C)[C@@H](CN(C)C(=O)Nc2ccc(C(F)(F)F)cc2)Oc2c(NC(=O)Nc3ccc4c(c3)OCO4)cccc2C1=O
 : 0, 32, 3
Cn1cnc([N+](=O)[O-])c1Oc1ccccc1
 : 0, -16, 15
CSCCC(NS(=O)(=O)c1ccc(Cl)cc1)C(=O)OCC(=O)c1c(C)[nH]c2ccccc12 (stereo not given)
 : 2, 0, 5
COc1cc([N+](=O)[O-])cc(/C=N/NC(=O)C(C)Nc2cccc3ccccc23)c1O (stereo not given)
 : 2, -1, 18
O=C(c1ccccc1)N1CCN(c2ccc([N+](=O)[O-])c(NCc3cccnc3)c2)CC1
 : 2, 6, 16
CC(C)NC(=O)Nc1ccc2c(c1)C(=O)N([C@@H](C)CO)C[C@@H](C)[C@@H](CN(C)S(=O)(=O)c1ccc(F)cc1)O2
 : 0, 22, 5
Cn1cc(C(=O)Nc2ccc3c(c2)CCC3)cn1
 : 2, -1, 37
C[C@H](CO)N1C[C@H](C)[C@@H](CN(C)Cc2ccc(Oc3ccccc3)cc2)Oc2c(NC(=O)c3ccncc3)cccc2C1=O
 : 1, 0, -13
CNC[C@H]1Oc2c(NC(=O)C3CCCCC3)cccc2C(=O)N([C@H](C)CO)C[C@@H]1C
 : 0, -4, 9
CCCNNC(=O)C(O)(c1ccccc1)c1ccccc1
 : 0, 1, 10

An excerpt of these results, with values ahead of the structure:
| GRK2 aptamer HTS | JMJD2C inh | VLA-4 inh | SMILES |
| --- | --- | --- | --- |
| 0 | 22 | 5 | CC(C)NC(=O)Nc1ccc2c(c1)C(=O)N([C@@H](C)CO)C[C@@H](C)[C@@H](CN(C)S(=O)(=O)c1ccc(F)cc1)O2 |
| 0 | 1 | 10 | CCCNNC(=O)C(O)(c1ccccc1)c1ccccc1 |

Next entries follow:
Every second line gives: GRK2 aptamer HTS, JMJD2C inh, VLA-4 inh
CC(NC(=O)/C(C#N)=C1\N=C(NC(=O)c2cccs2)c2ccccc21)c1ccccc1 (stereo not given)
 : 5, 1, -54
C[C@H](CO)N1C[C@H](C)[C@H](CN(C)CC2CCCCC2)Oc2ccc(NS(=O)(=O)c3ccc(F)cc3)cc2CC1=O
 : 0, -3, 5
COc1ccc(Oc2ccc(/C=C/C(=O)c3ccc(O)cc3)cc2[N+](=O)[O-])cc1
 : 10, 2, 2
CCCSc1cc(NCCOC(=O)CCC)c([N+](=O)[O-])c2nonc12
 : 4, -8, 36
COc1ccc(N2Cc3ccccc3C2=NC(=O)c2cccc([N+](=O)[O-])c2)cc1
 : 4, -6, -3
Cc1noc(C)c1-c1csc(N2CCC(C(N)=O)CC2)n1
 : 0, -21, -7
COc1ccc(S(=O)(=O)N(C)C[C@H]2Oc3ccc(NC(=O)C4CC4)cc3C(=O)N([C@H](C)CO)C[C@@H]2C)cc1
 : 0, -11, 18
O=C(c1cc([N+](=O)[O-])cc([N+](=O)[O-])c1)N1CCOCC1
 : 2, 4, 11
Cc1noc(C)c1NC(=O)Nc1ccc2c(c1)C(=O)N([C@H](C)CO)C[C@H](C)[C@@H](CN(C)S(=O)(=O)c1cccs1)O2
 : 2, 10, 4
Cc1ccccc1NC(=O)C1Cc2ccccc2CN1C(=O)OCc1ccccc1 (stereo not given)
 : 0, 9, -1
NC(=O)C1CCN(c2nc(-c3cccc(Cl)c3)cs2)CC1
 : 7, -34, 1
CCNS(=O)(=O)c1ccc(CCC(=O)Nc2ccccc2C(=O)OC)cc1
 : 0, 3, 6
Cc1nc2cc(C(=O)N3CCc4ccccc43)ccc2n1-c1ccc(F)c(F)c1
 : 93*, 1, 30
Cc1noc(C)c1NC(=O)Nc1cccc2c1O[C@@H](CN(C)C)[C@@H](C)CN([C@H](C)CO)C2=O
 : 0, -17, 9
COc1ccccc1OC(=O)CCN1c2ccccc2Sc2ccccc21
 : 0, 3, 0
C[C@H](CO)N1C[C@H](C)[C@@H](CN(C)S(=O)(=O)c2cn(C)cn2)Oc2ccc(NC(=O)C3CC3)cc2C1=O
 : 0, 33, 3
S=c1[nH]cc(-c2ccc(Cl)cc2)n1-c1ccccc1
 : 6, 0, -32
Cc1noc(C)c1NC(=O)N(C)C[C@H]1Oc2c(NC(=O)Nc3ccccc3)cccc2C(=O)N([C@H](C)CO)C[C@@H]1C
 : 0, -18, 1
C[C@H]1CN([C@@H](C)CO)C(=O)c2cc(NS(=O)(=O)c3ccc(Cl)cc3)ccc2O[C@@H]1CN(C)CC1CCCCC1
 : 0, 33, 3
COc1ccc(NC(=O)N(C)C[C@H]2Oc3ccc(NC(=O)Nc4c(C)noc4C)cc3C(=O)N([C@H](C)CO)C[C@H]2C)cc1
 : 2, 12, -3
Cc1ccc(-c2nn(-c3ccccc3)cc2C(=O)OCC(=O)Nc2ncc(Cl)cc2Cl)cc1
 : 1, 0, 2
Cn1nccc1CNC(=O)c1ccnn1C
 : 2, 3, 2
CS(=O)(=O)c1ccccc1-c1csc(N2CCC(C(N)=O)CC2)n1
 : 0, 32, -7
COc1ccc(CCCC(=O)NCc2ccccc2)cc1C
 : 0, -5, 8
C[C@H](CO)N1C[C@H](C)[C@@H](CN(C)Cc2ccc(C(=O)O)cc2)Oc2c(cccc2N(C)C)C1=O
 : 1, -22, -4
CCCCc1c(C)nc2ccc(C(=O)OCC)cc2c1Cl
 : 0, -1, 34
COc1ccc(C2CC(c3ccccc3OC(C)=O)=NN2C(=O)/C=C/c2ccccc2)cc1OC (stereo not given)
 : 1, 2, -1
O=C(c1cnn(C(=O)c2ccccc2)c1)c1ccccc1O
 : 6, 7, -3
Cc1scc(C(=O)O)c1-c1c(C(=O)O)csc1C
 : 1, 11, -3
C[C@H]1CN([C@@H](C)CO)C(=O)c2cc(NC(=O)c3ccncc3)ccc2O[C@H]1CN(C)Cc1ccc(C(=O)O)cc1
 : 2, -4, -1
COc1ccc(N=C2SC(CC(=O)Nc3ccccc3F)C(=O)N2Cc2ccco2)cc1 (stereo not given)
 : 1, 4, 29
CCOC(=O)c1c(C)nc(SC)c(C#N)c1-c1ccccc1
 : 0, 2, 17
C[C@H](CO)N1C[C@H](C)[C@@H](CN(C)S(=O)(=O)c2ccc(F)cc2)Oc2ccc(NC(=O)C3CC3)cc2C1=O
 : 2, 62*, 9
C[C@H](CO)N1C[C@H](C)[C@@H](CN(C)Cc2ccc(C(=O)O)cc2)Oc2c(NC(=O)c3ccncc3)cccc2C1=O
 : 0, 41, 10
Cc1cc(-c2csc(NC(=O)c3ccc(C#N)cc3)n2)c(C)n1Cc1ccccc1
 : 0, 7, 3
Cc1noc(C)c1NC(=O)N(C)C[C@H]1Oc2ccc(NS(=O)(=O)c3ccc(F)cc3)cc2C(=O)N([C@H](C)CO)C[C@@H]1C
 : 0, -3, 1
CC1c2c([nH]c3ccccc23)CCC1C(=O)O (stereo not given)
 : 6, 15, -4
NC(=O)C1CCN(c2nc(-c3cccs3)cs2)CC1
 : 0, 26, 0
CNC[C@H]1Oc2c(NC(=O)c3ccc(-c4nccs4)cc3)cccc2C(=O)N([C@@H](C)CO)C[C@@H]1C
 : 3, -4, 21
Cc1cccc(Oc2nc3ccccn3c(=O)c2/C=C(\C#N)C(=O)NC2CCS(=O)(=O)C2)c1 (stereo not given)
 : 1, -1, -7
C[C@H](CO)N1C[C@H](C)[C@@H](CN(C)S(C)(=O)=O)Oc2ccc(NC(=O)C3CCCCC3)cc2C1=O
 : 2, -8, 3
O=C(COc1ccc2c(-c3ccccc3)cc(=O)oc2c1)NCc1cccs1
 : 0, 3, -15
O=S(=O)(/N=C(/Nc1ccccn1)c1ccc(Cl)cc1)c1ccc(Cl)cc1
 : 0, 3, 20
Cc1ccc(-c2nc3ccccc3[nH]2)cc1NC(=O)c1sc2cc(Cl)ccc2c1Cl
 : 0, 1, 10
CCCCCC[n+]1c(-c2ccc(Cl)cc2Cl)csc1Nc1ccccc1
 : 1, 6, 20
CCOC(=O)C1CCCN(c2cc(NCCCO)c([N+](=O)[O-])c3nonc23)C1 (stereo not given)
 : 0, 5, 11
CC(C)NC(=O)N(C)C[C@H]1Oc2ccc(NC(=O)Nc3ccccc3)cc2C(=O)N([C@H](C)CO)C[C@@H]1C
 : 0, 24, 1
C[C@@H]1CN([C@@H](C)CO)C(=O)Cc2cc(NS(=O)(=O)c3ccccc3)ccc2O[C@H]1CN(C)S(C)(=O)=O
 : 2, 20, -1
O=C(/C(=C\c1ccccc1)c1nc2ccccc2[nH]1)c1ccc(Cl)cc1
 : 4, 2, 4
CCOc1cc(/C=C2\SC(=O)N=C2N)ccc1O
 : 0, -3, 0
COc1ccc([N+](=O)[O-])cc1NC(=O)c1ccc(N(Cc2ccccc2Cl)S(C)(=O)=O)cc1
 : 1, 5, 11
O=C(CSc1n[nH]c(=O)[nH]c1=O)N/N=C/c1ccccc1O
 : 1, 6, -11
CCOc1ccccc1Nc1nnc(SC(C)C(=O)Nc2nc(-c3ccccc3)cs2)s1 (stereo not given)
 : 1, -4, -18
O=C(CSc1nnc(-c2n[nH]c3ccccc23)n1-c1ccccc1)Nc1ccccc1Cl
 : 0, -7, 25
Cc1ccc(S(=O)(=O)Nc2ccc3c(c2)CC(=O)N([C@H](C)CO)C[C@@H](C)[C@H](CN(C)S(=O)(=O)c2ccccc2)O3)cc1
 : 0, 32, 6
O=C(O)c1ccc(COc2ccccc2[N+](=O)[O-])o1
 : 11, -3, 8
C[C@H](CO)N1C[C@H](C)[C@@H](CN(C)C)Oc2c(NC(=O)CCCCCC(=O)Nc3ccccc3N)cccc2C1=O
 : 3, 5, -1
Cn1cncc1C#Cc1c(-c2ccsc2)sc2ccccc12
 : 0, 19, 6
C[C@H](CO)N1C[C@H](C)[C@@H](CN(C)Cc2ccncc2)Oc2c(NC(=O)c3ccncc3)cccc2C1=O
 : 7, -11, 4
O=C(CSCc1ccccc1Br)N/N=C/c1ccc(OCC(=O)N2CCCCC2)cc1
 : 0, 1, 2

Some of these compounds in order of formula weight, ascending:
Every second line gives: GRK2 aptamer HTS, JMJD2C inh, VLA-4 inh
O=C(O)c1ccc(COc2ccccc2[N+](=O)[O-])o1
 : 11, -3, 8
CCOc1cc(/C=C2\SC(=O)N=C2N)ccc1O
 : 0, -3, 0
CCOC(=O)C1CCCN(c2cc(NCCCO)c([N+](=O)[O-])c3nonc23)C1 (stereo not given)
 : 0, 5, 11
O=C(CSCc1ccccc1Br)N/N=C/c1ccc(OCC(=O)N2CCCCC2)cc1
 : 0, 1, 2

Further results follow.
Every second line gives: GRK2 aptamer HTS, JMJD2C inh, VLA-4 inh
CCOC(=O)c1c(-n2cccc2)sc2c1CCCC2=O
 : 2, 0, -24
O=C(c1cccc(F)c1)N1CCN(c2ccc([N+](=O)[O-])c(N3CCOCC3)c2)CC1
 : 0, -5, 22
Nc1c(-c2ccccc2)c(CSc2nc3ccccc3[nH]2)nn1-c1cccc(Cl)c1
 : 0, 3, -18
C[C@H]1CN([C@@H](C)CO)C(=O)c2cccc(NC(=O)C3CC3)c2O[C@H]1CN(C)C(=O)Nc1ccc2c(c1)OCO2
 : 0, -17, 0
Cc1cccc2c(CCNC(=O)c3ccc([N+](=O)[O-])cc3)c[nH]c12
 : 7, -3, 68*
CC1(C)CC(=O)C2=C(C1)Nc1cc(C(=O)c3ccccc3)ccc1NC2c1ccccn1 (stereo not given)
 : 0, -4, -8
CCOC(=O)C1=C(C(F)(F)F)Nc2ncnn2C1c1ccc(OC)c(OC)c1OC (stereo not given)
 : 0, -7, 28
C[C@H](CO)N1C[C@H](C)[C@@H](CN(C)S(=O)(=O)c2ccc(F)cc2)Oc2c(NC(=O)Nc3ccccc3)cccc2C1=O
 : 2, 29, 24
C[C@@H]1CN([C@H](C)CO)C(=O)c2cccc(NC(=O)c3ccncc3)c2O[C@@H]1CN(C)Cc1ccc(C(=O)O)cc1
 : 3, 31, -1
Cc1cc(C=O)c(C)n1-c1sc2c(c1C(=O)O)CCCC2
 : 5, 1, 52*
Cc1cc(O)ccc1NC(=O)CCN1C(=O)c2ccc([N+](=O)[O-])cc2C1=O
 : 0, -5, 9
C[C@H](CO)N1C[C@H](C)[C@H](CN(C)C(=O)Nc2ccc(C(F)(F)F)cc2)Oc2c(NC(=O)c3ccncc3)cccc2C1=O
 : 3, -17, -15
Clc1cc(Br)ccc1OCCCNCc1ccccc1
 : 0, 8, 18
CC(C(=O)Nc1sc2c(c1C(=O)NCC1CCCO1)CCC2)N1C(=O)c2ccccc2C1=O (stereo not given)
 : 2, -10, 8
Cc1cc(C)cc(NC(=O)C(OC(=O)c2ccc([N+](=O)[O-])o2)c2ccccc2)c1 (stereo not given)
 : 0, -5, 10
C[C@H](CO)N1C[C@H](C)[C@@H](CN(C)C(=O)Nc2ccc3c(c2)OCO3)Oc2ccc(NS(=O)(=O)c3ccccc3)cc2C1=O
 : 2, -32, 16
COc1ccc(S(=O)(=O)N(C)C[C@H]2Oc3ccc(NS(=O)(=O)c4cccs4)cc3CC(=O)N([C@H](C)CO)C[C@H]2C)cc1
 : 11, 37, -9
O=C(CSCc1ccc(F)cc1)Nc1ccc(F)cc1
 : 0, -2, 19
COc1cc2sc(-c3ccc(S(C)(=O)=O)cc3)c(-c3ccc4c(c3)OCO4)c2cc1OC
 : 0, 6, 3
